FAS-TE inh: FAS thioesterase domain inhibitors, primary screen, biochemical, fluorescence intensity, uHTS; recombinant FAS-TE, OMFH fluorogenic substrate, fluorescence endpoint; inhibition, % at 15 µM; 360,000 compounds, 0.67% hits;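 active = compounds whose normalised, plate-corrected inhibition of enzyme fluorescence in the single-dose primary screen is 50% or more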;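 note: 0% = DMSO with enzyme and 100% = substrate without enzyme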
MT1-MMP act inh: blockers of MT1-MMP proenzyme processing, primary screen, HT1080 RFP-PRO-GFP cells, GFP/RFP fluorescence. Matrix metalloproteinase-14 (Homo sapiens), P50281. GFP/RFP ratio fluorescence, overnight; percent of plate control window, DMSO zero. GFP/RFP ratio change, % at 20 µM. 360,000 compounds, 0.061% hits. AID 651647, 2012;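 active = GFP/RFP ratio change of at least 30% with cell ATP level not reduced by more than half and red fluorescence within 50% of control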; note: strong numbers were not always called active
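Compound: 20 µM single dose, 1% DMSO / System: HT1080 RFP-PRO-GFP cells / Controls: DMSO and RFP-L50D-GFP cell wells / Read-out basis: GFP/RFP fluorescence ratio / Schedule: overnight compound exposure at 37 °C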
bovine MsrA act: bovine MsrA enzyme activators, primary screen, biochemical, absorbance, HTS; activation, % at 10.6 µM; purified bovine MsrA, absorbance read-out; Methionine sulfoxide reductase A (Bos taurus); 360,000 compounds, 0.3% hits; in the data active = activation above about 7.5%;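 note: 0% = vehicle and 100% = reference activator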
NRP1-CendR mod: modulators of CendR peptide binding to NRP-1, primary screen, biochemical, fluorescence polarization, uHTS | Neuropilin-1 (Homo sapiens), O14786 | FAM-RPARPAR peptide binding to NRP-1 | inhibition, % at 25 µM | 360,000 compounds, 0.85% hits;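 active = inhibition or corrected inhibition above about 18%, plus a signal ratio from 0.5 to 1.5, limit read from the data, passing the limit was not always enough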; note: strong numbers were not always called active
SKN-1 inh: suppressors of acrylamide-induced Pgst-4::GFP reporter in worms, primary screen, SKN-1 inhibitor project, whole organism, uHTS, GFP/RFP fluorescence ratio, strain VP596; C. elegans VP596 Pgst-4::GFP/RFP ratio, 24 h; AID 624304, 2012; 360,000 compounds, 0.49% hits; inhibition, % at 21.8 µM;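 active = interference check ratio from 0.5 to 1.5 plus GFP to RFP signal ratio inhibition reaching or exceeding a fixed threshold, cut at about 30% in these data, passing the limit was not always enough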; note: some compounds called inactive have numbers as strong as hits
E coli Lon inh: inhibitors of E. coli Lon protease, primary screen, biochemical, fluorescence polarization | P0A9M0 | purified E. coli Lon protease | inhibition, % at 7.94 µM | 360,000 compounds, 0.42% hits | AID 602123, 2011; in the data active = inhibition above about 13%, passing the limit was not always enough;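 note: 0% = enzyme with probe and DMSO and 100% = no enzyme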
TbMetRS inhib: T. brucei MetRS inhibitors, primary screen, biochemical, luminescence. methionyl-tRNA synthetase (Trypanosoma brucei brucei). purified T. brucei MetRS, ATP depletion, Kinase-Glo luminescence. inhibition, % at 11.9 µM. 360,000 compounds, 0.4% hits;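 active = inhibition above a per-plate cutoff of the control wells' mean inhibition plus 3 SD, cut at about 5.5% in these data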;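 note: 0% = DMSO wells median and 100% = median of wells with control inhibitor compound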
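Dosing: 11.9 µM compound single dose, 0.9% DMSO; Assay system: purified T. brucei MetRS enzyme; Measured by: Kinase-Glo luciferase luminescence reporting remaining unconsumed ATP; Schedule: 15 min plus 2 h at 25 °C.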
MLLE-PAM2 inh: inhibitors of PABP1 MLLE–PAM2 peptide binding, primary screen, biochemical, fluorescence polarization, FITC-PAM2, GST-MLLE | Polyadenylate-binding protein 1 (Homo sapiens), P11940 | inhibition, % at 20 µM | 360,000 compounds, 0.36% hits | AID 588489, 2011; in the data active = inhibition above about 35%, passing the limit was not always enough;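 note: plate controls were DMSO wells with GST-MLLE for no effect and wells lacking GST-MLLE protein for full effect; some results filed as inactive read as strong as hits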
MsrA inhibitor: bovine MsrA enzyme inhibitors, primary screen, biochemical, absorbance, HTS; Methionine sulfoxide reductase A (Bos taurus); purified bovine MsrA, absorbance read-out; inhibition, % at 15.5 µM; 360,000 compounds, 0.75% hits; AID 651718, 2012; in the data active = inhibition above about 4.5%;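 note: 0% = vehicle wells with enzyme and 100% = reference inhibitor wells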
Numbers without * were called inactive; . = not tested or not shown. This is a random part of the collection. About 4% of those tested had a hit in this group.

SMILES	FAS-TE inh	MT1-MMP act inh	bovine MsrA act	NRP1-CendR mod	SKN-1 inh	E coli Lon inh	TbMetRS inhib	MLLE-PAM2 inh	MsrA inhibitor
CC(=O)c1ccc(-n2c(C)ccc2-c2ccccc2)cc1	20	-3	-2	-2	12	-5	0.0	-10	0.8
O=C(NCCCN1CCOCC1)C(c1ccccc1)c1ccccc1	-5	2	-3	13	-25	2	0.4	6	0.8
Cc1cnc(NC(=O)CSc2c(Cl)cccc2Cl)s1	4	-3	-4	-14	0	-7	-1.3	20	0.2
CN1CCN(c2ccccc2NC(=O)c2ccc(-c3cccc([N+](=O)[O-])c3)o2)CC1	29	-3	-11	45*	-18	-6	-1.1	3	0.8
O=C(C[n+]1cc(-c2ccccc2)n2c1CCC2)N1c2ccccc2Sc2ccccc21	4	-16	1	-8	2	0	0.3	9	-0.3
Clc1ccc(-c2noc(CSc3nnc(Cc4cccs4)n3-c3ccccc3)n2)cc1	34	3	-2	0	3	-6	-0.5	8	0.3
O=C1N(c2ccc3c(c2)OCCO3)C(c2ccccc2)C1(F)F (stereo not given)	17	2	-9	-1	-2	-1	-0.5	-8	-0.6
CCOC(=O)C(O)(CC(=O)c1ccc(Cl)cc1)C(=O)OCC	-3	0	3	-4	-2	12	-0.3	18	-1.7
O=C(NCc1ccccc1Cl)c1csc([C@@H]2C[C@H](O)[C@@H](CO)O2)n1	-7	0	-1	-4	-6	-9	-0.2	7	1.4
O=C(Nc1ccc([N+](=O)[O-])cn1)c1cccnc1	-1	2	-5	1	-12	-1	0.1	-2	-0.1
C=CCN(CC(=O)NCc1ccccc1)C(=O)c1csnn1	-1	-3	0	1	-5	-12	-1.0	-9	-1.3
CC1Cc2ccccc2N1C(=O)CSc1nc2ccccc2n1CC(=O)N1CCOCC1 (stereo not given)	-7	1	1	3	8	-8	-1.3	-5	0.0
Cc1ccc(S(=O)(=O)CCC(=O)OCc2ccc(Cl)c(Cl)c2)cc1	17	4	-8	-8	-1	-2	-1.4	5	0.1
COc1cc(Cl)c(C)cc1NC(=O)c1ccc(S(C)(=O)=O)cc1	2	-2	-8	7	-15	-1	-0.5	-12	-0.2
CC(C)c1ccc(/C=C(\c2nc3ccccc3[nH]2)S(=O)(=O)c2ccccc2)cc1	32	-22	-13	-6	8	-3	-1.4	6	1.0
COC(=O)c1c(C)n(-c2ccc(C)cc2)c2ccc(O)cc12	10	-8	-2	-9	11	-8	-0.8	-6	-1.0
O=C(NCc1ccc(F)cc1)c1cc(S(=O)(=O)N2CCOCC2)ccc1F	-7	3	-3	-16	4	-5	-0.3	-20	-2.0
Cc1cccc(NC(=S)NNC(=O)CCn2cc(C)cn2)c1	-8	1	-3	-10	-4	-7	-0.7	0	-1.7
Cc1ccc(N(CC(=O)NC(C)C)C(=O)CCC(=O)Nc2nccs2)c(C)c1	-4	7	-1	7	4	-3	2.2	11	-0.4
O=C(Nc1cccc(S(=O)(=O)NC2=NCCC2)c1)c1ccc(C(F)(F)F)cc1	-1	-5	-2	13	4	6	-0.1	1	0.4
C/C(=N\NS(=O)(=O)c1ccc([N+](=O)[O-])cc1)c1ccc2c(c1)OCO2	40	-1	-6	-10	3	16	-0.4	16	0.2
COc1ccc(C2/C=C\CC(NC(=O)OCC3c4ccccc4-c4ccccc43)CC(=O)N2Cc2ccccc2F)cc1 (stereo not given)	17	-2	-3	-8	14	-10	0.3	2	.
O=C(CN1C(=O)S/C(=C\c2ccc(-c3cc(C(=O)O)ccc3Cl)o2)C1=O)Nc1ccc2c(c1)OCO2	15	2	0	7	4	-7	-0.3	6	0.6
O=C(Nc1ccccc1C(=O)NC(Cc1c[nH]c2ccccc12)C(=O)O)c1ccco1 (stereo not given)	-3	0	-1	2	5	-4	-0.9	18	-0.9
CC(C)(C)OC(=O)N1CC(O)CC1C(=O)OCC(=O)c1ccccc1 (stereo not given)	-6	-1	-6	-2	1	-11	-0.7	-3	0.5
Cc1ccc(-c2nnn(CC(=O)N(Cc3ccc(F)cc3)C(C(=O)NC3CCCC3)c3ccncc3)n2)o1 (stereo not given)	2	-14	-3	-10	2	-14	-0.6	-16	-0.7
Cc1cc(C)cc(N2CCCn3c2nc2c3c(=O)n(CCN3CCOCC3)c(=O)n2C)c1	0	8	0	16	4	-13	-0.5	-4	0.8
CC1CC2=C(C(=O)O1)C(C)Nc1ccccc1N2 (stereo not given)	-10	0	-3	-3	5	-3	-0.2	5	1.9
Cc1nc2ccccc2c(=O)n1NC(=O)/C=C/c1ccccc1Cl	-2	-3	-1	11	-5	-10	0.1	3	-1.3
CC(NC(=O)c1ccco1)C(=O)OCc1cccc(C(F)(F)F)c1 (stereo not given)	-4	-3	0	-7	9	-2	0.3	-5	1.8
CC(C)(C)NC(=O)CN(Cc1cccs1)C(=O)c1csnn1	-3	1	0	6	-25	-3	-0.2	0	0.4
COc1ccnc2c1c(=O)n(Cc1ccc(F)cc1)c(=O)n2C	5	2	0	6	5	-4	0.2	4	1.1
O=C(C[C@H]1C/C=C\C[C@@H](Cc2ccc(F)cc2)C(=O)OC[C@H]2CCCN2C1=O)NCCO	-11	-2	-1	-2	11	-3	-0.1	-4	-0.5
C[C@@H]1COC(=O)[C@@H](CC(=O)OC(C)(C)C)C/C=C\C[C@@H](CC(=O)N[C@@H](CO)Cc2ccccc2)C(=O)N1	-12	-1	-1	7	7	-5	0.1	-6	-0.7
O=C1/C(=C/c2cccnc2)SC(=S)N1C1CCS(=O)(=O)C1 (stereo not given)	-8	5	-5	-1	9	-6	-0.2	29	1.7
Cc1[nH]n(-c2ccccc2)c(=O)c1C=Nc1cccc2cccnc12	28	-10	-1	-6	6	-4	-0.1	10	1.1
CN(Cc1ccc(CNC[C@H]2O[C@@H](n3cnc4c(N)ncnc43)[C@H](O)[C@@H]2O)o1)S(C)(=O)=O	-1	-1	-7	-13	8	-1	-2.1	9	0.2
Nn1c(SCC(=O)Nc2ccc(N3CCOCC3)cc2)nnc1C1CC1	-8	1	-2	-1	6	-10	-0.4	24	-1.1
Cc1c(C(=O)OCCOC(C)C)[nH]c2c1C(=O)CC(c1ccco1)C2 (stereo not given)	0	16	-1	-29	16	6	-0.8	-4	.
Cc1ccc(C(=O)COC(=O)C2CCC2)cc1	-1	0	-2	-4	-2	-11	-0.3	-4	.
Cc1noc(C)c1NC(=O)Nc1ccc2c(c1)C(=O)N([C@H](C)CO)C[C@H](C)[C@@H](CN(C)C(=O)NC(C)C)O2	-14	1	-2	27*	14	-5	-0.4	4	0.9
COc1cc(/C=C/C(=O)OCC(=O)N(C)Cc2ccccc2)ccc1O	3	7	-6	18	-8	-15	-0.4	0	2.5
Clc1ccccc1Sc1ccc(-c2ccccn2)s1	43	-2	-3	-30	20	4	-0.3	-4	-0.3
CCOc1ccc2c(c1)c(=O)c(S(=O)(=O)c1ccc(CC)cc1)cn2C	6	-21	5	8	14	-1	0.1	-16	-0.6
O=C(c1cccnc1)C1CCCN(Cc2nc(Cc3ccccc3)no2)C1 (stereo not given)	-2	-1	-8	-3	1	3	-1.5	0	-0.1
O=C(COC(=O)CCCSc1nc2ccccc2[nH]1)Nc1cccc(F)c1	5	-4	-8	13	4	-6	0.6	7	-0.3
Cc1cccc(CNc2ccc(C(CC(N)=O)NC(=O)c3cccc(Br)c3)cc2[N+](=O)[O-])c1 (stereo not given)	-5	8	-1	-12	-1	-10	-0.2	-4	0.2
COc1ccc(CN2C(=O)NC3(CCCCCC3)C2=O)cc1F	-1	6	-3	5	1	-6	-0.3	-4	0.2
CCn1c(=NC(=O)c2ccc(N3C(=O)CCC3=O)cc2)sc2c(OC)ccc(OC)c21	12	5	-3	-21	-5	-7	-0.1	-9	2.3
N#CCC(CNc1ncc(C(F)(F)F)cc1Cl)OC(=O)c1ccc(Cl)cc1 (stereo not given)	35	-2	-2	4	14	-5	-0.4	-6	-0.8
O=C(NCc1cccnc1)c1ccc2nc([C@@H]3O[C@H](CO)[C@H](O)[C@H](O)[C@H]3O)[nH]c2c1	-7	4	1	6	7	-1	-0.1	-3	0.5
CC[C@]12c3[nH]c4ccccc4c3CCN1C(=O)C(CC(=O)NCCCn1ccnc1)C[C@@H]2C(=O)N1CCN(C(=O)c2ccco2)CC1 (stereo not given in full)	-4	-1	-2	-8	1	7	0.0	-5	-0.4
O=C(CSc1cn(CC(=O)N2CCCCCC2)c2ccccc12)NCC1CCCO1 (stereo not given)	-4	-1	-4	1	2	9	0.3	7	0.4

Among those listed so far, these contain a furan ring, fused or not:
SMILES	FAS-TE inh	MT1-MMP act inh	bovine MsrA act	NRP1-CendR mod	SKN-1 inh	E coli Lon inh	TbMetRS inhib	MLLE-PAM2 inh	MsrA inhibitor
CN1CCN(c2ccccc2NC(=O)c2ccc(-c3cccc([N+](=O)[O-])c3)o2)CC1	29	-3	-11	45*	-18	-6	-1.1	3	0.8
O=C(CN1C(=O)S/C(=C\c2ccc(-c3cc(C(=O)O)ccc3Cl)o2)C1=O)Nc1ccc2c(c1)OCO2	15	2	0	7	4	-7	-0.3	6	0.6
O=C(Nc1ccccc1C(=O)NC(Cc1c[nH]c2ccccc12)C(=O)O)c1ccco1 (stereo not given)	-3	0	-1	2	5	-4	-0.9	18	-0.9
Cc1ccc(-c2nnn(CC(=O)N(Cc3ccc(F)cc3)C(C(=O)NC3CCCC3)c3ccncc3)n2)o1 (stereo not given)	2	-14	-3	-10	2	-14	-0.6	-16	-0.7
CC(NC(=O)c1ccco1)C(=O)OCc1cccc(C(F)(F)F)c1 (stereo not given)	-4	-3	0	-7	9	-2	0.3	-5	1.8
CN(Cc1ccc(CNC[C@H]2O[C@@H](n3cnc4c(N)ncnc43)[C@H](O)[C@@H]2O)o1)S(C)(=O)=O	-1	-1	-7	-13	8	-1	-2.1	9	0.2
Cc1c(C(=O)OCCOC(C)C)[nH]c2c1C(=O)CC(c1ccco1)C2 (stereo not given)	0	16	-1	-29	16	6	-0.8	-4	.
CC[C@]12c3[nH]c4ccccc4c3CCN1C(=O)C(CC(=O)NCCCn1ccnc1)C[C@@H]2C(=O)N1CCN(C(=O)c2ccco2)CC1 (stereo not given in full)	-4	-1	-2	-8	1	7	0.0	-5	-0.4

Complete entries, quoted from the list.
CCn1c(=NC(=O)c2ccc(N3C(=O)CCC3=O)cc2)sc2c(OC)ccc(OC)c21 reads FAS-TE inh = 12; MT1-MMP act inh = 5; bovine MsrA act = -3; NRP1-CendR mod = -21; SKN-1 inh = -5; E coli Lon inh = -7; TbMetRS inhib = -0.1; MLLE-PAM2 inh = -9; MsrA inhibitor = 2.3
O=C(NCc1cccnc1)c1ccc2nc([C@@H]3O[C@H](CO)[C@H](O)[C@H](O)[C@H]3O)[nH]c2c1 reads FAS-TE inh = -7; MT1-MMP act inh = 4; bovine MsrA act = 1; NRP1-CendR mod = 6; SKN-1 inh = 7; E coli Lon inh = -1; TbMetRS inhib = -0.1; MLLE-PAM2 inh = -3; MsrA inhibitor = 0.5

Screening results from PubChem BioAssay.
